IEC-6 tox = kills IEC-6 intestinal cells in KLF5 counter-screen | 290,000 compounds, 0.78% hits | inhibition, % at 5 µM | IEC-6 cytotoxicity, luminescence viability; in the data active = inhibition above about 22%;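 also: 0% = plate median of test compound wells and 100% = cytotoxic reference compound wells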
KLF5 inhibitor = suppresses KLF5 promoter-driven expression. inhibition, % at 5 µM. AID 1700. DLD-1 KLF5 promoter-luciferase reporter, luminescence. 290,000 compounds, 0.23% hits;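 active = inhibition above a per-plate limit of that plate's mean compound inhibition plus 3 SD, cut at about 60% in these data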;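 also: 0% = DMSO wells and 100% = LY294002 at 200 µM; higher means less KLF5 promoter-driven luciferase light; inactives centre near -14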
HSF1 activator = increases HSF-1 driven luciferase reporter signal. NIH3T3-HGL HSF-1 luciferase reporter, MG132, 8 h; 100% = twice DMSO control signal. activation, % at 9 µM. AID 504408. 300,000 compounds, 1.7% hits;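 active = mean replicate activation of at least 50% with a set share of replicates each reaching 50%; inconclusive = only one of those two conditions met; inactive = mean below 50% and too few replicates reaching it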;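 also: 0% = median of the neutral control wells and 100% = twice that signal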
GSK3beta inhib = human GSK3beta kinase inhibition. P49841. GST-GSK3beta kinase, ADP-Glo luminescence, 60 min; hits give low values. activity score (negative = inhibition), % at 10 µM. 300,000 compounds, 0.038% hits. AID 2097;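 active = more than half of replicate wells score below -50%, meaning over 50% inhibition versus plate controls; inconclusive = some replicates but at most half score below -50%; inactive = no replicate scores below -50%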;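 also: 0% = median DMSO wells and -100% = median GW8510 positive control wells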
Target sequence (P49841 whole entry, looked up): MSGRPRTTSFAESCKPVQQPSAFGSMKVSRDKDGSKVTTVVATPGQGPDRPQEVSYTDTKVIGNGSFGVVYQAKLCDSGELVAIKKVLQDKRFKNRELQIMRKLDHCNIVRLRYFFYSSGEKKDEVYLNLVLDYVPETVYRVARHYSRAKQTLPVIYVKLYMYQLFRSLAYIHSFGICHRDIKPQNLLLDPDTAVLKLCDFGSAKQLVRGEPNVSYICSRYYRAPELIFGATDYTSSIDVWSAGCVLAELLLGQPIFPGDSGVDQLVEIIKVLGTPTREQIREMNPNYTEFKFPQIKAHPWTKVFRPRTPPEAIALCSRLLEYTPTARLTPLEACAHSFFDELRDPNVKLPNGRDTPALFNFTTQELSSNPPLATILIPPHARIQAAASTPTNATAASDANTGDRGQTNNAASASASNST
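Assay system: GST-tagged human GSK3beta kinase, cell-free; Input: 1.6 ng GSK3beta; Medium: Tris/MgCl2 kinase buffer; Timing: 60 min enzyme reaction, room temperature; Signal: ADP-Glo luminescence quantifying ADP generated by kinase; Evaluation: score relative to plate controls; Benchmarks: DMSO neutral wells and GW8510 at 20 µM as positive.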
aSyn UTR inh = MLPCN primary screen, SNCA 5' untranslated region. alpha-synuclein 5'UTR reporter, inhibitor activity. inhibition, % (tested at 7.5 µM). 300,000 compounds, 0.82% hits; in the data active = inhibition above about 60%; inconclusive = no clear call, values can overlap the other calls;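 also: H4 neuroglioblastoma cells stably carrying SNCA 5'UTR luciferase fusion; 0% = DMSO wells and 100% = positive control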
HIF act = HIF pathway transcriptional activation. U2OS HRE-luciferase reporter, luminescence; normalized: DMSO 0%, desferrioxamine 100%. activation, % at 7.5 µM (by protocol). 300,000 compounds, 0.32% hits;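 active = mean activation of at least 10% of the iron chelator positive control signal, with at least half of replicates also reaching 10%; inconclusive = mean and replicate majority disagree about reaching 10%; inactive = mean and most replicates under 10%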
HSP90 inh = HSP90 refolding inhibition in rabbit reticulocyte lysate; luciferase refolding luminescence, 3 h; inhibition, % at 5.6 µM; 290,000 compounds, 0.91% hits; AID 1789;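 active = inhibition above the screen-wide mean plus 3 SD, computed separately per campaign, cut at about 16% in these data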;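 also: 0% = DMSO wells and 100% = 60 µM geldanamycin wells; inhibitors lower the luminescence because luciferase stays unfolded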
AI-2 QS mod = Vibrio harveyi AI-2 quorum sensing modulation. activity change, % at 7.5 µM. 300,000 compounds, 0.4% hits. AID 2094. Vibrio harveyi JMH597 AI-2 luminescence/OD600 ratio, 9 h; hits give low values; strain lacks LuxN and CqsS sensors; 0 = neutral-control median; in the data active = activity change below about -75%, passing the limit was not always enough; inconclusive = no clear call, values can overlap the other calls;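 also: luminescence divided by OD600 gain over 9 h not by final OD600 alone; inactives centre near 13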
HSF1 inh = HSF1 inhibition; 300,000 compounds, 0.77% hits; NIH3T3-HGL HSE-luciferase, MG132-induced, luminescence 8 h; hits give low values; activity change, negative = inhibition, % at 7.5 µM (by protocol);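 active = more than half of replicate wells show activity change below -50%, luminescence cut by over half; inconclusive = some wells, but at most half, below -50%; inactive = no replicate well below -50%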;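 also: luciferase reports HSF-1 transcriptional activity via heat shock element; 0% = median of DMSO wells and -100% = zero luminescence signal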
GSK3 alpha inh = blocks human GSK-3 alpha kinase | ADP-Glo luminescence, 60 min | inhibition, % at 10 µM | P49840 | 320,000 compounds, 0.1% hits;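 in the data active = inhibition above about 50%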;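 also: GST-tagged GSK-3 alpha with peptide substrate and 25 µM ATP; 0% = DMSO neutral wells and 100% = GW8510 positive control wells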
Target sequence (P49840 whole entry, looked up): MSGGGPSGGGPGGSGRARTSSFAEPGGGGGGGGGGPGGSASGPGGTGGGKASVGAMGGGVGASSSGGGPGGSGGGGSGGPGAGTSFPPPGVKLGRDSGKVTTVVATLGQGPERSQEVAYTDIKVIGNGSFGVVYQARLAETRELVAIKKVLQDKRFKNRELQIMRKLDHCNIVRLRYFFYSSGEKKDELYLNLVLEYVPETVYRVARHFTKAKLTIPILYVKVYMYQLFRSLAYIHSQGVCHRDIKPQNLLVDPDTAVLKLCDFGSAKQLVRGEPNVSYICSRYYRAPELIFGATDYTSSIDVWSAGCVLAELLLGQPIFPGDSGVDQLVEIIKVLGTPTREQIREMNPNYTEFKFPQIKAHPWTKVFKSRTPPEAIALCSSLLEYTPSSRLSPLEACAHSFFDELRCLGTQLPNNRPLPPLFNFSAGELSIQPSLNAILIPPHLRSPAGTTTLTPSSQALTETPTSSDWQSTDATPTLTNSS
* hit, by the source's call; ? = inconclusive; . = no result given.

Under each structure: KLF5 inhibitor	GSK3 alpha inh	HSF1 activator	HIF act	GSK3beta inhib	HSF1 inh	AI-2 QS mod	HSP90 inh	IEC-6 tox	aSyn UTR inh
CC(C)OC(=O)c1c(NC(=O)CCC(=O)O)sc2c1CCCCC2
 : 2	-4	-1	-0.1	5	-9	8	2	12	15
COc1ccc(OCc2nnc(SCC(=O)NC3CC4CCC3C4)o2)cc1 (centres undefined)
 : 5	0	15	-7.8	0	20	7	-3	6	18
CN(C(=O)COC(=O)c1cccc(S(=O)(=O)N2CCCCCC2)c1)C1CCS(=O)(=O)C1 (centres undefined)
 : .	0	5	-0.3	2	0	10	.	.	16
NC(=O)N/N=C/c1ccc(OCc2cccc(Cl)c2)cc1
 : 2	-6	36	2.6	35	15	12	-4	-1	-73
O=C(O)c1cc(-c2ccc(Cl)c(Cl)c2)n(-c2ccc(F)cc2)n1
 : -5	-6	-4	-1.9	3	-6	11	1	-8	1
O=C(Nc1ccc2ccccc2c1)c1cccc(F)c1
 : -161	-1	79*	4.6	-16	39	23	-1	5	-117
C/C(CC(=O)NC(C)(C)C)=N\NC(=O)c1ccccc1N
 : -89	0	29	3.7	1	20	3	4	-1	-61
O=C(NNC1CC(=O)N(c2ccc(Br)cc2)C1=O)c1cccnc1 (centres undefined)
 : -20	-1	-9	-0.3	-2	-4	1	1	-5	9
COCC(=O)Nc1cc(C(=O)Nc2ccccc2C)ccc1Cl
 : -11	-3	0	-0.1	3	-1	7	0	0	-15
CC(C(=O)O)N1CCCCC1 (centres undefined)
 : -12	-2	-6	0.2	0	1	9	0	-2	-3
Cc1cc(OC(C)C(=O)Nc2cccnc2)ccc1Cl (centres undefined)
 : -17	-4	6	-0.5	-2	3	19	-1	-1	-14
COc1ccccc1CNC(=O)COC(=O)c1ncc(Cl)c(Cl)c1Cl
 : .	-5	-6	-0.4	0	-6	4	.	.	-7
c1cncc(-c2nc(N3CCOCC3)c3c4c(sc3n2)CCC4)c1
 : 9	4	-7	0.0	-1	-3	10	1	3	12
c1ccc2c(Nc3nc(N4CCOCC4)c4ccccc4n3)cccc2c1
 : -8	1	20	0.0	0	-11	30	3	12	15
O=C(Nc1nccs1)C1CCN(S(=O)(=O)c2ccc(F)cc2)CC1
 : -17	15	0	-0.1	-1	0	43	0	4	-9
COc1ccc(/C=C2\SC(=N)N(c3ccc(F)cc3)C2=O)cc1OC
 : -36	-2	-2	-0.2	-1	-1	13	2	-6	31
COc1ccc([C@@H]2[C@H]3C(=O)N(c4cccc(C(F)(F)F)c4)C(=O)[C@H]3ON2C)cc1
 : -7	-1	12	-0.2	3	-8	-1	-1	-9	-23
COc1ccc(CCNC(=O)CSc2cn(Cc3cccc(C)c3)c3ccccc23)cc1OC
 : -2	-2	31	-0.6	1	16	24	0	5	34
CCn1c(CCCOc2ccc(Cl)cc2Cl)n[nH]c1=S
 : -20	9	15	0.7	0	2	4	1	-4	-5
CC1CN(S(=O)(=O)c2ccc(NC(=O)c3ccco3)cc2)CC(C)O1 (centres undefined)
 : 10	-1	-1	0.4	0	3	-8	8	-5	16
COC(=O)c1cn(NC(=O)c2cc(OC)cc(OC)c2)c(=O)c2ccccc12
 : 15	-1	-6	-0.2	-1	-7	2	-3	-4	1
CCCCc1ccc(NC(=O)N[C@H](C(=O)O)C(C)CC)cc1 (some centres undefined)
 : -18	.	-3	0.1	-1	0	20	-1	8	-10
Cc1ccc(-n2nnnc2-c2ccco2)cc1
 : -24	-1	-23	0.2	.	-5	.	1	0	0
Cc1ccc(NC(=O)C2CC(=O)N(C(C)C)C2)cc1Cl (centres undefined)
 : 2	-2	-9	-0.5	-1	-3	-9	1	-1	-4
Cc1noc(C)c1C(=O)Nc1ccc(F)c(F)c1
 : -34	4	-11	0.1	1	4	-3	-1	2	5
COc1ccc(-c2nc(C#N)c(NCCN(C)C)o2)cc1
 : -12	1	-5	0.0	2	0	12	0	-2	-12
Cc1[nH]c(=O)[nH]c(=O)c1S(=O)(=O)Nc1ccc(F)c(Cl)c1
 : 1	-2	-13	-0.4	-3	-2	25	7	0	2
Cc1ccccc1Nc1nc(N)nc(CSc2nc3ccccc3s2)n1
 : -22	3	39	0.3	5	21	15	7	13	-6
O=C(O)c1ccc(/C=C2\SC(=S)N(NC(=O)c3ccccc3[N+](=O)[O-])C2=O)cc1
 : -24	-5	4	-24	3	-3	12	1	-14	-3
O=C(/C=C\Nc1ccc2c(c1)OCO2)c1ccc(Cl)s1
 : -46	-2	25	-1.7	1	13	-4	3	3	5
O=C(NCCC1=CCCCC1)C(=O)c1c[nH]c2ccccc12
 : -18	-2	10	1.5	0	6	?	-4	0	-81
Cc1ccccc1OCCSCc1nc2ccccc2[nH]1
 : -21	-3	8	0.3	2	1	10	1	2	-10
Nc1[nH]c(=O)[nH]c(=O)c1N=Nc1ccccc1Cl
 : -7	1	-2	-0.6	3	-6	1	0	0	16
Cn1cnc(S(=O)(=O)Nc2cc(C(F)(F)F)ccc2N2CCOCC2)c1
 : -5	-1	-11	-0.1	1	-8	29	1	3	10
CC(C)CN(C(=O)COC(=O)c1ccc(Cl)nc1)c1c(N)n(Cc2ccccc2)c(=O)[nH]c1=O
 : .	-1	-1	-0.2	.	-5	.	.	.	-4
Cn1ncc(Br)c1NC(=O)Nc1ccc(OC(F)(F)F)cc1
 : 15	1	-3	0.0	0	-8	15	5	11	8
O=C(NC1CCCCC1)c1ccc(-c2cccc([N+](=O)[O-])c2)o1
 : -141	0	39	3.8	0	29	9	-1	0	-127
CCc1cc(=O)oc2cc(C)cc(OC(C)C(=O)NCCCN3CCCC3=O)c12 (centres undefined)
 : -22	-3	-22	-0.2	1	-2	6	2	-2	-8
CC(=O)CCSc1nnc(-c2cccc(S(=O)(=O)N3CCOCC3)c2)o1
 : .	2	-10	0.0	-10	0	9	.	.	-3
CC(C)C(=O)Nc1ccc(NC(=O)c2ccc(COc3ccccc3)cc2)cc1
 : -24	3	4	-0.7	1	4	-5	-2	-5	-1
COc1ccc(C(C)=O)cc1CN1C(=O)NC2(CCCCCC2)C1=O
 : -19	0	6	0.0	-1	-3	-3	-2	5	38
COc1ccc(NC(=O)C(c2cc3c(cc2[N+](=O)[O-])OCO3)N(C)Cc2ccccc2)cc1 (centres undefined)
 : -13	0	27	1.3	2	6	17	-1	-1	-45
COc1ccc(Br)cc1S(=O)(=O)NCCCN1CCOCC1
 : 4	1	3	0.3	1	-1	3	-1	-3	-2
COc1ccc2c(c1)C(C)=CC(C)(C)N2C(=O)Nc1ccccc1
 : -18	1	1	-0.3	1	-6	34	5	-5	-3
Cn1ncc(Br)c1NC(=O)CSc1ccc(Cl)cc1
 : -32	-2	7	?	4	3	-4	2	3	17
CCOCCn1ccc2c(OCC(=O)Nc3ccc(OC)c(OC)c3)cccc2c1=O
 : .	.	-25	0.0	2	-13	30	.	.	-6
O=C(/C=C/c1ccc(Cl)cc1Cl)N(Cc1ccccc1)C1CCS(=O)(=O)C1 (centres undefined)
 : -9	-3	52*	0.6	-1	20	12	0	-10	8
CC(C)[C@H](NC(=O)NCCc1ccccc1)C(=O)O
 : -12	2	-17	-0.3	6	-2	19	3	6	9
COc1ccc(C)cc1N(CC(=O)NCCN1CCOCC1)S(=O)(=O)c1ccccc1
 : .	1	5	0.1	3	0	16	.	.	9
CC(=O)Nc1ccc(S(=O)(=O)NC2(C(F)(F)F)C(=O)NC(C)=C2C#N)cc1 (centres undefined)
 : -9	-1	0	0.1	-2	-2	34	1	-5	-5
Cn1c(SCc2cccc(C(F)(F)F)c2)nnc1-c1ccco1
 : 4	-9	59*	1.2	4	9	20	2	-4	7
NC(=O)c1ccccc1NC(=O)C(c1ccccc1)c1ccccc1
 : .	-3	40	-0.5	-1	11	-6	.	.	9
CC(C)OCc1c(C(=O)OC/C(O)=C(\C#N)c2nc3ccccc3[nH]2)oc2ccccc12
 : -12	4	-1	-0.5	3	-2	23	1	-3	-12
O=C(O)CCCCCNCc1c(Cl)cccc1Cl
 : 9	-2	7	-0.1	0	-1	1	2	6	-11
O=C(Nc1cnccn1)c1cccs1
 : -26	0	-13	0.5	-3	-3	11	4	1	-24
COC(=O)C1=C(C)N(C)C(C)=C(C(=O)OC)C1c1ccc(F)c(Br)c1
 : 4	-1	15	0.1	-2	18	16	-1	1	5
CC(CNC(=O)COc1ccccc1)OC(=O)Nc1ccc(Cl)c(Cl)c1 (centres undefined)
 : -5	-4	29	-0.6	2	20	32	-1	3	-16
CC(C)c1c(Cl)c(O)c(-c2ccccc2)c(=O)n1-c1ccc(F)cc1
 : 3	-2	3	0.2	-2	7	9	-4	-1	-28
COc1cccc(C(=O)/C=C/Nc2cc(C)ccc2O)c1
 : -24	0	-17	0.9	-4	5	-59	7	-3	-261
O=C(COC(=O)COc1ccccc1F)Nc1ccc(Cl)cn1
 : 3	-1	-4	-0.2	-10	-6	-5	-2	0	1

More entries
Under each structure: KLF5 inhibitor	GSK3 alpha inh	HSF1 activator	HIF act	GSK3beta inhib	HSF1 inh	AI-2 QS mod	HSP90 inh	IEC-6 tox	aSyn UTR inh
Cc1cccc(N2CCN(C(=O)Cn3cccc3)CC2)c1C
 : -15	-1	0	0.0	2	1	8	-1	5	6
COc1cccc(CNC(=O)Cc2ccc(S(=O)(=O)N3CCOCC3)s2)c1
 : .	2	14	0.0	1	2	9	.	.	5
CC1CCN(S(=O)(=O)c2ccc3c(ccn3CCC(=O)N3CCCCC3)c2)CC1
 : -24	1	17	-0.3	-3	5	3	-2	0	20
CCn1cc(CN2CCC(n3nccc3NC(=O)c3cccc(F)c3)CC2)cn1
 : -12	0	-24	0.1	-5	-9	27	-4	-1	11
CCn1c(SCC(=O)c2ccc3c(c2)OCCO3)nnc1-c1ccco1
 : -25	0	17	0.0	1	7	3	-3	-3	4
CC1CCCCN1S(=O)(=O)c1ccc(S(=O)(=O)N2CCCC2)cc1 (centres undefined)
 : -10	0	4	0.0	6	1	13	-4	0	-9
O=C(CCC(=O)c1cccs1)NCc1ccncc1
 : -43	-2	-6	-0.5	2	-12	24	-6	-13	-17
NC(=O)c1ccc(NC(=O)CCc2nc3ccccc3s2)cc1
 : 5	3	22	1.8	-1	15	-22	4	-4	-31
O=C(NCC1CCCO1)c1cccc2ccccc12 (centres undefined)
 : -5	-2	-2	0.0	-4	-2	33	-6	-2	-1
Cc1nc(N2CCCCC2)sc1C(=O)c1ccc(Cl)c([N+](=O)[O-])c1
 : -37	-1	31	-1.0	-3	11	4	-1	6	-6
COC(=O)c1cc(S(=O)(=O)n2nc(C)c(Br)c2C)c(Cl)cc1Cl
 : -42	1	26	-0.3	2	22	10	-4	-4	-23

High-throughput results: PubChem BioAssay, several laboratories
